H9c2 protect – myocardial damage modulation in H9c2 cells; H9c2 cardiomyocytes, H2O2 injury protection, ATPLite, 2 h; protection from H2O2 cell death, % at 20 µM; 360,000 compounds, 0.63% hits;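 active = compounds giving at least 50% protection of heart cells from peroxide-induced death in the single-dose screen, raw or plate-pattern-corrected value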;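 note: 0% = DMSO wells with peroxide and 100% = DMSO wells without peroxide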
Granule exo inh – lytic granule exocytosis inhibition; TALL-104 LAMP-1 surface exposure, flow cytometry; cells stimulated with thapsigargin and PMA; inhibition, % at 10 µM; 360,000 compounds, 0.66% hits;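 active = inhibition above about 55%, limit read from the data; inconclusive = no clear call, values can overlap the other calls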
Vif inh – HIV Vif inhibition; inhibition, % at 7.49 µM; HEK293T cells, Vif self-association by quenched fluorescence, imaging, 24 h; 340,000 compounds, 0.35% hits; AID 602346; in the data active = inhibition above about 50%, passing the limit was not always enough; inconclusive = no clear call, values can overlap the other calls; inactive = below about 31%; note: some results filed as inactive read as strong as hits
m5-HT2A agonist – mouse HTR2A agonism via beta-arrestin recruitment; activation, % at 7.6 µM; 360,000 compounds, 0.66% hits; CHO-K1 mHTR2A beta-arrestin complementation, luminescence; percent of 30 µM serotonin response;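 active = activation above a run cutoff, the mean activation of all tested compounds plus 3 SD, cut at about 14% in these data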;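 note: 0% = plate median of compound wells and 100% = 30 µM serotonin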
PDI inh – blocks human protein disulfide isomerase activity; P07237; PDI insulin aggregation turbidity, A650, 90 min; inhibition, % at 10 µM; 350,000 compounds, 0.052% hits; AID 588391;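 active = mean inhibition across replicates of 30% or more, whatever share of single replicates reach that level; inconclusive = mean inhibition below 30% while every single replicate reaches 30%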;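 note: absorbance from insulin aggregation driven by PDI reduction with DTT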
hiPSC survival – hiPSC single-cell survival enhancement | ATPlite luminescence; 100% = ROCK inhibitor wells, 0% = DMSO | survival enhancement, % at 20 µM | 360,000 compounds, 0.044% hits; in the data active = survival enhancement above about 18%;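 note: cells exposed to compounds for 16 hours before the ATP read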
N-glyco inh – blocks N-linked glycosylation in D54 reporter cells | AID 588692 | D54 ERlucT glycosylation luciferase reporter, 24 h; percent of 100 nM tunicamycin response | 360,000 compounds, 0.23% hits | reporter increase, % at 12.5 µM;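 active = mean luciferase reporter signal, scaled so untreated is 0 and the glycosylation-blocking control 100, at or above a set limit in every replicate; inconclusive = mean reaches the limit but not every replicate does; inactive = mean below the limit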;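 note: luciferase carries N-glycosylation sites so blocking glycosylation raises the light; 0% = median of neutral control wells and 100% = median of 100 nM tunicamycin wells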
CaV13 ICDI inh – Primary screen for inhibitors of IQ motif and Ca2+-dependent inactivation inhibitor domain binding in CACNA1D, Förster resonance energy transfer in living cells, …. inhibition, % at 12.3 µM. HEK cells, CFP/YFP FRET ICDI-IQ, plate reader, 10 min; percent FRET-ratio fall versus neutral wells. 340,000 compounds, 0.098% hits;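 active = mean replicate inhibition of at least 30% and at least 1% of replicates passing that level; inconclusive = only one of the two criteria is met; inactive = neither criterion is met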;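 note: 0% = median of the neutral control wells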
ABCB6 inh MLPCN – human ABCB6 transporter inhibition. K562-ABCB6 porphyrin accumulation, flow cytometry, 1 h; hits give low values. fluorescence ratio to DMSO, % at 10 µM. 360,000 compounds, 0.19% hits. AID 602162;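 active = fluorescence ratio to DMSO below 75%, the collection mean minus 3 SD; inconclusive = too few cells collected in the well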;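 note: signal is porphyrin accumulated inside mitochondria; 100% equals median channel fluorescence of DMSO control wells; lower ratio means ABCB6 inhibition with less porphyrin fluorescence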
Target sequence (Q9NP58 whole entry, looked up): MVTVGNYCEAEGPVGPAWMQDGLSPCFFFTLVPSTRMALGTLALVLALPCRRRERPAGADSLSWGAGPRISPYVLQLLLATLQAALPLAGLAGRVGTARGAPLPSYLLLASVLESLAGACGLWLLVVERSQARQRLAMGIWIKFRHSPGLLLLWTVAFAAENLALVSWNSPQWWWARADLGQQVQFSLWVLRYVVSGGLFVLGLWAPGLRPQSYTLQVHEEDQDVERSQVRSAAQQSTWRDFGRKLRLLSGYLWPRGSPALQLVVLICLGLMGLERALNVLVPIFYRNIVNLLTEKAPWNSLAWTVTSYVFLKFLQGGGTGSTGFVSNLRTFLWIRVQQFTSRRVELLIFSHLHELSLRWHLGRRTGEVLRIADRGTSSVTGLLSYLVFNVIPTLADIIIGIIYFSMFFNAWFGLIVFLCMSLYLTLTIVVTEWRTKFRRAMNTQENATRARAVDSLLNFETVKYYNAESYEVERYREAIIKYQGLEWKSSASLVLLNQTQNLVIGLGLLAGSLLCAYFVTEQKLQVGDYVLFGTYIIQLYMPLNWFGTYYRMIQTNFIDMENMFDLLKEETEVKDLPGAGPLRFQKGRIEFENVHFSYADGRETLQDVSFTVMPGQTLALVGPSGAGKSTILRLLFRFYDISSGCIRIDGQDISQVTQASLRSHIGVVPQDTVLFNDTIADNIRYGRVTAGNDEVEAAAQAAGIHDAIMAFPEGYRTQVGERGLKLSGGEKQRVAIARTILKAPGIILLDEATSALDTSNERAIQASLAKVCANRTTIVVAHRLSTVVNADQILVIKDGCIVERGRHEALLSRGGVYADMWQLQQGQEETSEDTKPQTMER
aDG glyco up – alpha-DG glycosylation activation; Pro5-aDG cells, alpha-DG glycosylation AlphaScreen (IIH6); 0% Pro5, 100% B10-LARGE cell signal; activation, % at 10 µM; 360,000 compounds, 0.22% hits; AID 624168;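 active = activation of at least 8% versus controls, or a plate z-score of at least 8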;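 note: Pro5 are CHO cells carrying HIG-tagged alpha-DG that lacks glycosylation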
Starred values were filed as active, the others as inactive; i = inactive; u = inconclusive; x = not tested or not shown.

| Structure | H9c2 protect | Granule exo inh | Vif inh | m5-HT2A agonist | PDI inh | hiPSC survival | N-glyco inh | CaV13 ICDI inh | ABCB6 inh MLPCN | aDG glyco up |
| --- | --- | --- | --- | --- | --- | --- | --- | --- | --- | --- |
| CSc1ccc(C(=O)C2CCCN(C(=O)c3ccc(C)nc3)C2)cc1 (centres undefined) | -10 | -5 | -2 | 1 | 1 | -3.5 | -1 | -7 | 95 | 0.3 |
| C=C(C)COc1ccc2c(C)c(CC(=O)N3C[C@H]4C[C@@H](C3)c3cccc(=O)n3C4)c(=O)oc2c1C | 5 | -3 | -2 | -8 | x | -0.5 | 1 | x | 101 | -0.1 |
| N=C(N)c1ccc(N)cc1 | 15 | 0 | -11 | 3 | -11 | 0.7 | 0 | -6 | 97 | -0.4 |
| CCOc1ccccc1NC=C1C(=O)OC2(CCCCC2)OC1=O | 26 | 3 | 35 | 2 | 2 | 5.8 | 2 | -8 | 91 | -0.1 |
| O=C(CSc1nnc(-c2ccc(F)cc2)o1)Nc1ccccc1N1CCOCC1 | -4 | -1 | -1 | -2 | 1 | 3.9 | 2 | x | 100 | -0.1 |
| COCC1CCCCN1C(=O)c1ccc(OC)c(OC2CCN(C(C)C)CC2)c1 (centres undefined) | -3 | 7 | 5 | -1 | -4 | 0.0 | -1 | -7 | 97 | 0.6 |
| CCOC(=O)c1[nH]c(C)c(C(=O)NCc2ccc(Cl)cc2)c1C | -4 | -1 | x | 0 | -2 | -0.3 | 1 | -7 | 106 | -0.1 |
| Cc1cc(C)c(C(=O)c2cccs2)c(C)c1 | -11 | -3 | 7 | -5 | -10 | 1.3 | -3 | -5 | 98 | 3.7 |
| CC(C)(C)C1CCC(=NNC(=O)c2ccccc2-n2cccc2)CC1 (centres undefined) | 17 | -2 | x | -5 | -2 | 0.1 | 0 | -5 | 96 | 0.1 |
| O=C1CC(=O)OC(c2ccc([N+](=O)[O-])cc2)O1 | -17 | -1 | -3 | -1 | -7 | 0.7 | 4 | x | 94 | -0.5 |
| COc1ccc(CC(=O)Oc2cc(C)[nH]c(=O)c2[N+](=O)[O-])cc1 | 14 | 1 | -2 | -1 | -7 | 3.4 | 0 | -6 | 102 | 0.1 |
| COc1cc(/C=C(\C#N)c2nc3ccccc3[nH]2)ccc1Oc1ccc([N+](=O)[O-])cn1 | 76* | 6 | -26 | 3 | 2 | -0.5 | 0 | -7 | 106 | -0.2 |
| CN1[C@@H](COCc2ccccc2)C=CS1(=O)=O | 5 | 5 | 0 | 5 | x | -2.4 | 0 | -10 | 98 | -0.1 |
| Cc1cccnc1NC(=O)C1CC(=O)N(c2ccc3c(c2)OCCO3)C1 (centres undefined) | 6 | -4 | x | 4 | 4 | 2.2 | -1 | -6 | 87 | -0.2 |
| Cc1ccc(-c2nnc(OCc3nc4ccccc4n3C)c3ccccc23)cc1 | 11 | -4 | 6 | 1 | -7 | 1.0 | -2 | -2 | 93 | 0.1 |
| Cc1ccc(S(=O)(=O)NC(C(=O)N2CCOCCOCCOCC2)C(C)C)cc1 (centres undefined) | 1 | -7 | -1 | 2 | 15 | -0.4 | 0 | -3 | 102 | -0.1 |
| COc1ccc(N2CCN(C(=O)COC(=O)CNC(=O)c3cccc(OC(F)F)c3)CC2)cc1 | 0 | 5 | -2 | -3 | -1 | 1.5 | -1 | -7 | 95 | -0.1 |
| CCN1CCN(c2ccc(NC(=O)CC3OC(=O)c4ccccc43)cc2C)CC1 (centres undefined) | 2 | 2 | -1 | 6 | 13 | 2.7 | -2 | -6 | 93 | -0.2 |
| CN(C[C@@H](Cc1cccc2ccccc12)N(C[C@H](Cc1ccccc1)N(CCc1ccccc1)N=O)N=O)N=O | 1 | 2 | 20 | 2 | 16 | -0.2 | -4 | -11 | 97 | -0.5 |
| Cc1cccc(OCCNS(=O)(=O)c2ccc(Cl)cc2)c1 | -8 | -4 | 28 | 0 | -5 | -0.4 | 0 | -4 | 102 | 0.7 |
| Cc1ccc(N2C(=O)c3ccc(C(=O)NCCN4CCOCC4)cc3C2=O)cc1 | 2 | 1 | 1 | -6 | 0 | 0.2 | 3 | x | 81 | -0.3 |
| CC(C)NC(=O)Nc1cccc2c1O[C@H](CN(C)S(=O)(=O)c1ccc(F)cc1)[C@@H](C)CN([C@H](C)CO)C2=O | 9 | 0 | -6 | -2 | -1 | -1.2 | -1 | -5 | 92 | 0.0 |
| COc1ccc(/C(C)=N\n2cnnc2)cc1 | 5 | -3 | 5 | 3 | -9 | 0.7 | 3 | x | 94 | -0.1 |
| N#CC(=C=[N-])/C=C(\C(=O)c1ccccc1)[n+]1ccccc1 | 18 | 1 | 9 | 2 | -5 | -0.2 | 0 | -3 | 97 | 0.0 |
| COC(=O)[C@@H]1[C@@H](C)N(Cc2ccccc2)C(=O)N[C@H]1c1cccc(C(F)(F)F)c1 | -2 | -5 | 2 | 7 | 13 | 1.1 | -1 | -7 | 93 | 0.9 |
| CC(C)CN(C(=O)CCCSc1nc2ccccc2[nH]1)c1c(N)n(Cc2ccccc2)c(=O)[nH]c1=O | -4 | -2 | -1 | 3 | -5 | -0.4 | -1 | -6 | 103 | -0.3 |
| O=S(=O)(Nc1ncccn1)c1ccc(NC(=S)Nc2ccccc2Cl)cc1 | -3 | -4 | -3 | 0 | 4 | 1.6 | 2 | 0 | 101 | -0.1 |
| COCCn1c(Sc2ccc(C)cc2)nc2c1c(=O)[nH]c(=O)n2C | 10 | -2 | 2 | 1 | -5 | 5.0 | 1 | -5 | 100 | 0.0 |
| CC(C)C(NC(=O)CCNC(=O)c1ccc(C(C)(C)C)cc1)c1nc2ccccc2[nH]1 (centres undefined) | -9 | -4 | -10 | -15 | 1 | 0.7 | 0 | -7 | 96 | 2.9 |
| Cc1cc(C(=O)COc2cccc3cccnc23)c(C)n1C | -1 | -1 | 19 | 1 | -4 | -0.6 | -1 | -4 | 97 | -0.1 |
| COc1ccc(NC(=O)CN(C)C(=O)c2ccc(C)s2)cc1 | -14 | 0 | -4 | 2 | 0 | 1.3 | 3 | x | 101 | -0.3 |
| N#Cc1ccc(C(=O)NCC(c2ccco2)N2CCCCC2)cc1 (centres undefined) | 3 | 7 | 3 | -1 | -11 | 0.4 | 0 | x | 91 | 0.3 |
| Nc1nc(Nc2ccccc2)nc(NC2CCCCC2)c1[N+](=O)[O-] | -16 | 48 | -9 | -3 | -3 | -0.1 | -3 | -4 | 97 | 0.0 |
| Cc1cc(C)cc(C(=O)NCC(=O)OCc2nc(N)nc(Nc3ccccc3C)n2)c1 | -4 | -6 | -3 | -3 | 6 | 0.1 | 2 | -6 | 93 | 0.4 |
| CCC(=O)Nc1ccc(NC(=O)c2ccccc2)nc1 | -11 | 3 | 0 | 10 | 5 | -3.5 | -16 | -4 | 96 | 0.0 |
| CN1C(=O)CON=C1c1cccc2ccccc12 | 0 | 7 | -5 | -2 | -7 | -3.4 | 0 | 7 | 100 | -0.2 |
| CCOc1ccc(OCCCC(=O)Nc2nc3ccccc3[nH]2)cc1 | -7 | -1 | 4 | -1 | 12 | 1.2 | 0 | -19 | 91 | -0.2 |
| N#Cc1ccccc1NC(=O)CNc1ccccc1N1CCCCC1 | 5 | 0 | -5 | -4 | -2 | 0.3 | -2 | -3 | 97 | -0.1 |
| COc1ccc(C(=O)Nc2cnccn2)cc1[N+](=O)[O-] | 0 | -4 | -6 | -3 | 13 | -0.4 | 2 | -6 | 96 | -0.3 |
| CC(C)C[C@@H]1Cc2[nH]c(=S)[nH]c(=O)c2[C@H](CCc2ccccc2)O1 | x | -3 | x | -8 | x | 0.0 | x | -5 | 117 | 0.1 |
| Cc1cccc(CSc2nnc([C@@H]3CCCN3)o2)c1 | 10 | 0 | -5 | -7 | 5 | -0.1 | 1 | -20 | 94 | 0.0 |
| O=C(c1ccc(F)cc1F)N1CCCC(c2nc(-c3ccc(F)cc3)no2)C1 (centres undefined) | -1 | 1 | -23 | -5 | -7 | -0.3 | -3 | -7 | 95 | -0.1 |
| CCCC(=O)N=c1sc2c(OC)ccc(OC)c2n1C | 4 | 2 | 9 | 6 | 9 | 1.2 | 3 | -2 | 101 | 0.1 |
| O=C(NCCCNc1ccc(C(F)(F)F)cc1[N+](=O)[O-])c1cc(F)c(F)cc1Cl | -13 | 10 | 4 | 1 | -12 | -0.3 | 1 | x | i | 0.7 |
| COc1cc(OC)nc(Oc2ccccc2/C=N/O)n1 | 2 | 12 | -19 | -6 | 2 | -0.3 | 0 | -4 | 98 | 0.1 |
| CC(C)(C)c1nc(NCC2CCCO2)c2nnn(Cc3ccccc3)c2n1 (centres undefined) | -2 | 1 | x | -1 | -8 | -0.4 | -6 | -7 | 102 | 0.0 |
| CCNc1nc(NC(C)C)nc(OCC)n1 | -11 | 2 | 21 | 4 | -3 | 4.1 | 2 | -7 | 107 | 0.1 |
| O=C(CSCC(=O)Nc1ccc2ccccc2c1)NCc1ccccc1 | -1 | 2 | x | -5 | -5 | -1.0 | 3 | -4 | 91 | 0.3 |
| COc1ccc(CCNC(=O)CCS(=O)(=O)c2ccc3c(c2)NC(=O)C(C)S3)cc1OC (centres undefined) | -2 | 26 | -2 | 3 | -8 | -0.5 | 2 | -2 | 99 | 2.3 |
| C[C@H](NC(=O)c1ccccc1Cl)C(=O)OCC(=O)NNC(=O)c1cccs1 | 17 | 1 | 4 | 9 | 2 | -0.2 | 0 | -7 | 101 | -0.2 |
| CCNC(=O)CC1C(=O)N(c2cccc(OC)c2)C(=O)N1CCOC (centres undefined) | 0 | -1 | -3 | 3 | -1 | -1.7 | 0 | -3 | 96 | -0.1 |
| CCS(=O)(=O)N1CCN(C2Cc3ccccc3C2)CC1 | 1 | -2 | 5 | -7 | 0 | 1.1 | 1 | -6 | 99 | 0.1 |
| CSC1=N/C(=C\c2cccc(Cl)c2)C(=O)N1N(C)C | -2 | -8 | -6 | 1 | 1 | -0.5 | 0 | -5 | 96 | -0.1 |
| COc1cccc(-c2cc(C(=O)N3CCN(S(=O)(=O)c4ccc(Br)cc4)CC3)[nH]n2)c1 | -3 | 1 | 2 | -3 | 12 | -0.3 | -1 | -7 | 94 | 0.2 |
| CC(=O)CC1OC(=O)C(Br)=C1NCc1ccccc1 (centres undefined) | -26 | 27 | x | -1 | -2 | -3.8 | 8 | x | 93 | -0.5 |
| COCc1[nH][nH]c(=O)c1C=Nc1ccc(F)cc1F | -1 | -2 | 7 | 4 | u | 1.5 | 0 | -4 | 95 | 0.0 |
| COCCCNC(=O)CSc1nc2ccccc2c(=O)n1CCC(=O)NCCc1ccc(OC)c(OC)c1 | 9 | 0 | -2 | -2 | -6 | 0.7 | -1 | -3 | 90 | 0.0 |
| O=C(Nc1ccc2c(c1)OC1(CCCC1)O2)C1CC1 | 0 | 3 | 0 | 3 | -3 | -0.8 | -2 | -8 | 97 | -0.2 |
| Cc1cc(S(=O)(=O)N2CCCC2)ccc1OCC(=O)NCc1ccco1 | -1 | 0 | 9 | -3 | 6 | 1.1 | -1 | x | 104 | -0.1 |
| Cn1nnnc1SCC(=O)Nc1cc(C(=O)O)cc(C(=O)O)c1 | 1 | -2 | -3 | 0 | 14 | 0.5 | 2 | -8 | 89 | -0.2 |
| CCOc1cc(NCc2ccccc2)c2ncn(C(C)C)c2c1 | -15 | -6 | -2 | -1 | 14 | -1.8 | -2 | -5 | 95 | 0.5 |

Screening results: PubChem BioAssay, several laboratories
